EPAC2 agonist: agonists of human EPAC2 (RAPGEF4) | Potency, µM (series often up to 154 µM), for inactives: top-dose activation, actives largely listed as activators | EPAC2 activation, biochemical qHTS; response scale: 100% = 6.5 mM cAMP response | 360,000 tested, 0.079% active | Q8WZA2; further: nearly all actives have a fitted effect of over 50% in size
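Fluorescence exchange assay: 100 nM EPAC2 with 250 nM RAP1B-BODIPY-GDP and 50 uM GDP; compounds tested as a concentration-titration series (qHTS). Loss of Rap1-bound BODIPY-GDP fluorescence read at 480/540 nm; data normalized to 6.5 mM cAMP.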
EPAC1 ag: agonists of human EPAC1. O95398. EPAC1 agonist qHTS, biochemical assay; response scale: 100% = response to 6.5 mM cAMP. Potency, µM (titrated, usually from 154 µM), for inactives: at the top dose activation, actives largely listed as activators. 360,000 tested, 0.073% active. AID 720707; further: nearly all actives have a fitted effect of over 60% in size
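Nucleotide exchange assay: 100 nM EPAC1 with 250 nM Rap1B loaded with BODIPY-GDP and 50 uM GDP, room temperature. Fluorescence (480/540 nm) read every 5 min for 30 min; signal change normalized to 6.5 mM cAMP as full agonist.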
EPAC1 antagonist: blocks human EPAC1 exchange factor; 360,000 tested, 0.14% active; AID 720709; EPAC1 GEF assay, Rap1b-BODIPY-GDP exchange fluorescence; O95398; Potency, µM (top dose mostly 115 µM), without a hit: at the highest dose activity change, negative = inhibition, actives largely listed as inhibitors;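 further: plate controls were vehicle for no effect and positive control for full effect; nearly all actives have a fitted effect of over 50% in size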
aSyn yeast inh: rescues yeast growth from alpha-synuclein toxicity. Yeast expressing alpha-synuclein, growth rescue, BacTiter-Glo, 24 h. Potency, µM (titrated, usually from 46.1 µM), inactives show at the highest dose growth rescue (activation), actives largely listed as activators. 370,000 tested, 0.14% active. AID 652106; further: % of control where 0% means no effect; nearly all actives have a fitted effect of over 65% in size
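Rescue of yeast growth: cells expressing toxic alpha-synuclein, induced in galactose at OD600 0.02, incubated with compound 24 h at 30 C. ATP luminescence quantified growth; inhibitors of toxicity appear as activators.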
PTHR1 ag: activates the human parathyroid hormone receptor PTHR1; HEK293 GP2 PTHR1 cells, GloSensor cAMP luminescence, 1 h; Potency, µM (top dose mostly 115 µM), inactives show top-dose activation, hits mostly activators; 410,000 tested, 0.075% active; AID 743266; further: nearly all actives have a fitted effect of over 55% in size; some results filed as inactive show a strong effect at the top dose; inactives centre near -15; many of its hits are not listed in these tables
Target sequence (Q03431 whole entry, looked up): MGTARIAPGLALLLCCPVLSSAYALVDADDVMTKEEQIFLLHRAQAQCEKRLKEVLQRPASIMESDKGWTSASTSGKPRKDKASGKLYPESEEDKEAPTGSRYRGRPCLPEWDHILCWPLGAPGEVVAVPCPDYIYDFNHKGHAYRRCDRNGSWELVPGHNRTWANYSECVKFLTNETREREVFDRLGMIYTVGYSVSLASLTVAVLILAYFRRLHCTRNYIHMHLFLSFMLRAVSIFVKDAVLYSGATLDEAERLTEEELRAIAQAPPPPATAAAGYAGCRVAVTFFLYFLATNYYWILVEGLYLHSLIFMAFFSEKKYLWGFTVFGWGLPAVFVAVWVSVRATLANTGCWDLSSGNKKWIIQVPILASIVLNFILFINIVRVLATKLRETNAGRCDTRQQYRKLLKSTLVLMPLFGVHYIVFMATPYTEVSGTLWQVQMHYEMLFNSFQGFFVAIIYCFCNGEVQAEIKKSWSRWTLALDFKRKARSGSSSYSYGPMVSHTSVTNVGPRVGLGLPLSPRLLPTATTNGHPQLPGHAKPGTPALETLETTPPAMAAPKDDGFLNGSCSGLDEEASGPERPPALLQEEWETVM
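HEK-293-derived GP2 cells expressing PTHR1 and a GloSensor cAMP reporter, 3,000/well, plated overnight, given luciferin plus IBMX (each 0.5 mM as added) for 1 h at 37 °C, then compound for 1 h at 37 °C. Luminescence was read after 15 min at room temperature.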
EPAC2 antag: EPAC2 (human) antagonism; EPAC2 GEF exchange of Rap1B-BODIPY-GDP, fluorescence; AID 720708; 360,000 tested, 0.18% active; Potency, µM (highest dose often 114 µM), for inactives: top-dose activity, negative = inhibition, most hits filed as inhibitors; Q8WZA2; further: on the % scale 0 is the no-effect control and ±100 the full control effect; nearly all actives have a fitted effect of over 45% in size; many of its hits are not listed in these tables
FUS yeast rescue: suppressors of FUS proteinopathy in yeast; S. cerevisiae FUS-expressing, growth rescue, OD600, 24 h; Potency, µM (highest dose often 76.6 µM), without a hit: at the top dose growth rescue (activation), hits mostly activators; 390,000 tested, 0.24% active; AID 1347120;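 further: plate controls were DMSO vehicle for no effect and reference control for full effect; nearly all actives have a fitted effect of over 55% in size; some results filed as inactive show a strong effect at the top dose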
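Restored growth of FUS-toxic S. cerevisiae, read as 600 nm absorbance after 24 h at 30C in galactose medium (starting OD 0.005). Controls CP55940 and DMSO.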
TDP43 rescue: TDP-43 toxicity inhibition in yeast; Potency, µM (titrated, usually from 46.1 µM), inactives show top-dose growth rescue (activation), usual class: activators; AID 652104; 410,000 tested, 1.8% active; TDP-43 expressing yeast growth rescue, BacTiter-Glo, 24 h; further: % of control where 0% means no effect; nearly all actives have a fitted effect of over 50% in size
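Growth rescue of TDP-43-toxic yeast measured as ATP luminescence (BacTiter-Glo). Cells grown to mid-log in raffinose, induced in galactose at OD600=0.02, exposed to compound 24 hr at 30 deg C.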
An asterisk follows results filed as active; i = inactive; ? = inconclusive; · = no result given; & = joins results of further samples; [ ] = another dose, or the depositor's remark. The call rests on the fitted dose curve; in most records, active means well fitted curve in the direction sought with a large enough effect; inconclusive means small, poorly fitted or top-dose-only effect, or another doubt; inactive means no such curve, though single readings can be large; an effect the other way counts as inactive or inconclusive. Potency means the concentration at half of the fitted maximal effect. The list is partial; rates above refer to the full screens.

SMILES,EPAC2 agonist,EPAC1 ag,EPAC1 antagonist,aSyn yeast inh,PTHR1 ag,EPAC2 antag,FUS yeast rescue,TDP43 rescue
CC1CC(C)(C)Nc2ccc(N=O)cc21 (centres undefined),-1%,-11%,-7%,-8%,-67%[inhibitor],4%,-20%,-6%
COc1ccc(CN2CCNC(=O)C2CC(=O)NCc2cc(C)n(C)n2)c(F)c1 (centres undefined),15%,-5%,8%,3%,-23%,13%,·,9%
COC(=O)c1cc(S(=O)(=O)N2CCCCC2C)c[nH]1 (centres undefined),9%,7%,-21%,-5%,i,3%,-16%,9%
N#Cc1c(C(F)(F)F)cc(-c2cccc(Cl)c2)[nH]c1=O,-10%,-2%,10%,-6%,-23%[57.5 µM],0%,27%,-17%
CN1CCN(C(=O)/C(=C\c2cccs2)NC(=O)c2ccccc2)CC1,0%,3%,14%,5%,i,3%,-10%,3%
O=C(NCC(=O)N1CCN(c2ccccc2)CC1)c1ccc(Cl)cc1,9%,13%,1%,0%,i,1%,-26%,-3%
O=C(NCCS(=O)(=O)c1ccc(Br)cc1)c1ccc(F)cc1,2%,-9%,-15%,14%,i,3%,-3%,-17%
COc1ccc(C(=O)N2CCN(c3ccccn3)CC2)cc1[N+](=O)[O-],0%,2%,-7%,-2%,-14%,6%,0%,12%
COC(=O)c1cc2n(n1)CCN(Cc1ccc(OC)cc1)C2=O,-2%,1%,-5%,-7%,i,-3%,1%,2%
Cc1cc(OCC(=O)NNC(=O)c2cccc(F)c2)ccc1Cl,4%,-9%,-4%,4%,i,0%,10%,16%
CC1Oc2ccccc2N(CC(=O)NCc2ccccc2)C1=O (centres undefined),2%,-2%,-1%,-2%,i,4%,66%,-3%
CC(=O)Nc1ccc(NS(=O)(=O)c2ccc(-c3cnc(C4CC4)o3)cc2)cc1,1%,-5%,-13%,-2%,-35%[inhibitor],-10%,18%,-9%
C=CCNc1cccc(Br)c1,7%,3%,23%,-4%,i,1%,-9%,11%
Cc1ccccc1N1CCN(C2CCCN(C(=O)c3ccccn3)C2)CC1 (centres undefined),12%,1%,3%,0%,3%,1%,·,-14%
CCOc1ccc(NC(=O)C(CC(=O)O)Cc2ccc(C)cc2)cc1 (centres undefined),0%,-1%,-16%,0%,i,3%,8%,13%
Cc1cc(O)c(-c2cc(C(=O)Nc3cccnc3)[nH]n2)cc1C,8%,4%,4%,2%,-5%,6%,-3%,19%
CN1CCN(S(=O)(=O)c2ccc(NC(=O)c3ccc(F)cc3)cc2)CC1,5%[15.6 µM],0%,0%,5%,i,-3%,9%,0%
CS(=O)(=O)c1ccccc1C(=O)NC1CCCc2ccccc21 (centres undefined),0%,3%,-7%,-14%,i,-6%,21%,-10%[0.397 µM]
CCN(CC)S(=O)(=O)c1ccc(NC(=O)COC(=O)CCc2cc(OC)c(OC)c(OC)c2)cc1,4%,3%,-20%,1%,i,-9%,14%,6%
CCC(C)NC(=O)CSc1ncnc2sccc12 (centres undefined),9%,11%,-3%,-8%,-5%,-3%,-39%,19%
CCOC(=O)C1C2C=CC3(CN(CCc4ccccc4)C(=O)C13)O2 (centres undefined),-2%,2%,7%,-4%,1%[57.5 µM],8%,-6%,-15%
O=C(C1CCCN(S(=O)(=O)c2ccccc2[N+](=O)[O-])C1)N1CCCC1 (centres undefined),4%,-7%,-5%,2%,i,7%,·,0%
CCCCN(C)C(=O)c1oc2ccc(S(=O)(=O)N3CCCCCC3)cc2c1C,18%,19%,-4%,1%,-35%[inhibitor],3%,?,?
COC(=O)C(C)Sc1nnc(SC(C)C(=O)OC)s1 (centres undefined),-2%,6%,12%,-1%,-1%[57.5 µM],8%,-26%,16%
CCOC1=C2[C@H](c3ccccc3)N(S(=O)(=O)c3ccc(C)cc3)C(C(C)(C)C)[C@H]2n2c(=O)n(-c3ccccc3)c(=O)n2C1 (some centres undefined),1%,-14%,-18%,6%,-19%,15%,?,26%

3 compounds already listed, ordered by molecular weight, lowest first.
SMILES,EPAC2 agonist,EPAC1 ag,EPAC1 antagonist,aSyn yeast inh,PTHR1 ag,EPAC2 antag,FUS yeast rescue,TDP43 rescue
CS(=O)(=O)c1ccccc1C(=O)NC1CCCc2ccccc21 (centres undefined),0%,3%,-7%,-14%,i,-6%,21%,-10%[0.397 µM]
CCCCN(C)C(=O)c1oc2ccc(S(=O)(=O)N3CCCCCC3)cc2c1C,18%,19%,-4%,1%,-35%[inhibitor],3%,?,?
CCOC1=C2[C@H](c3ccccc3)N(S(=O)(=O)c3ccc(C)cc3)C(C(C)(C)C)[C@H]2n2c(=O)n(-c3ccccc3)c(=O)n2C1 (some centres undefined),1%,-14%,-18%,6%,-19%,15%,?,26%

(list continues)
SMILES,EPAC2 agonist,EPAC1 ag,EPAC1 antagonist,aSyn yeast inh,PTHR1 ag,EPAC2 antag,FUS yeast rescue,TDP43 rescue
O=C(Nc1ccccc1C(F)(F)F)NC1CCCCC1,-2%,8%,-15%,3%,i,-7%,-9%,-19%
O=S1(=O)C[C@@H](O)[C@@H](Nc2ccc(Cl)cc2)C1,3%,-5%,6%,4%,i,3%,1%,-5%
O=C(Cc1ccccn1)Nc1ccccc1,5%,0%,3%,8%,i,19%,23%,3%
CCC(C)c1ccc(O)c(N)c1 (centres undefined),5%,3%,-13%,2%,-11%[57.5 µM],4%,30%,5%
NC(=O)COc1ccc(=O)n(-c2ccccc2)n1,10%,-16%,7%,?,-14%,-2%,8%,0%
O=C(Cc1c(F)cccc1Cl)NCC(=O)OCc1ccccc1,5%,-5%,-7%,-1%,i,1%,9%,-11%
CCOC(=O)N1CCC(NC(=O)CSCc2nc(-c3ccc(OC)c(OC)c3)oc2C)CC1,10%,10%,-1%,-1%,-14%[57.5 µM],-3%,23%,-6%
CCC(O)c1cnc(OCc2ccccc2)nc1OCc1ccccc1 (centres undefined),16%,-4%,-15%,11%,-16%,-21%,26%,0%
Nc1c(Br)cc2c([nH]c(=O)c3ccccc32)c1Br,6%,13%,-6%,-2%,-84%[inhibitor],-7%,·,-1%
COc1cc(NC(=O)c2ccc(NC3=NC4CS(=O)(=O)CC4S3)cc2)cc(OC)c1 (centres undefined),19%,3%,-4%,6%,i,-7%,-21%,13%
CCOC(=O)[C@@H]1[C@H]2COc3ccccc3[C@H]2N2C(=O)N(c3cccc(Cl)c3)C(=O)[C@]12C,16%,-8%,1%,-1%,i,7%,26%,?
Cc1ccc(N2CC(C(=O)NCCS(=O)(=O)N3CCN(c4ccccc4)CC3)CC2=O)cc1 (centres undefined),-5%,19%,6%,6%,i,0%,-9%&-11%,-3%&12%
COc1ccccc1OCCNC(=O)c1ccco1,1%,1%,-15%,2%,-2%,2%,-6%,4%
CC(C)(C)C(=O)Nc1cccc(-c2nnc(-c3cccc(NC(=O)C(C)(C)C)c3)o2)c1,-9%,-10%,6%,-13%,-14%[57.5 µM],11%,?,2%
Cn1c(SCc2c(F)cccc2Cl)nc2c(c1=O)SCC2,10%,22%,0%,-14%,-42%[inhibitor],-3%,34%,?
O=C1c2ccccc2-c2nc3ccccc3nc21,0%,-4%,2%,8%,-4%[57.5 µM],8%[57.1 µM],-1%,?
Cc1cc(C)cc(N2C(=O)CSC23C(=O)N(CC(=O)NC2CCCCC2)c2ccccc23)c1 (centres undefined),·,·,·,0%,i,·,14%,18%
C=CCn1c(C)cc(C(=O)CSc2ccc(NC(C)=O)cc2)c1C,-2%,0%,1%,5%,-9%[57.5 µM],-3%,-4%,-5%
O=C(O)c1cc(Cl)c2ccccc2c1O,-3%,3%,6%,·,-2%,-12%,28%,4%
Cc1ccc(/C=C/C(=O)Nc2nnc(SCc3ccc(C#N)cc3)s2)o1,-13%,-5%,?,6%,i,6%,·,15%
O=C1Nc2ccc(Br)cc2C12NNc1ccccc1O2 (centres undefined),19%,1%,1%,-41%[inhibitor],-24%,2%,7%,-86%[inhibitor]
O=C(Nc1ccccc1C(=O)Nc1ccccc1C(=O)NCc1ccco1)c1ccco1,13%,9%,-10%,-1%,-3%,-1%,-3%,-15%
O=C(O)C(Cc1ccccc1)N1C(=O)c2cccc3cccc(c23)C1=O (centres undefined),16%,6%,-6%,7%,i,-2%,-2%,7%[9.22 µM]
CC(C)(CNC(=O)C1CCCN1C(=O)c1cccs1)N1CCOCC1 (centres undefined),11%,-17%,?,-23%,?,21%,22%,-10%
COc1ccc2sc(C)[n+](C)c2c1,8%,-6%,15%,-1%,-4%,7%,5%,-4%[9.22 µM]

Other compounds follow:
SMILES,EPAC2 agonist,EPAC1 ag,EPAC1 antagonist,aSyn yeast inh,PTHR1 ag,EPAC2 antag,FUS yeast rescue,TDP43 rescue
CC1(C)N=C(SCC(=O)Nc2ccccc2)C(c2ccc(Cl)cc2)=N1,10%,11%,11%,0%,-34%[inhibitor],0%,15%,18µM*
COCC(=O)N1CCC(Oc2ccc(C(=O)N3CCN(C)C[C@@H]3C(C)C)cc2)CC1,3%,14%,-7%,-1%,i,-5%,-22%,11%
CCOC(=O)c1nnn(-c2nonc2N)c1C,9%,4%,-3%,0%,-9%[57.5 µM],1%,-6%,-8%
O=C(COc1cccc(-n2cnnn2)c1)NCCC1=CCCCC1,2%,2%,5%,1%,-2%[57.5 µM],-1%,22%,-3%
COc1ccccc1N1CCN(C(=O)c2ccc(Br)s2)CC1,4%,1%,-1%,17%,i,4%,18%,27%
CCOC(=O)Cc1c(C)nc2c(-c3ccc(Cl)cc3)c(C)nn2c1C,20%,6%,-12%,-5%,-18%,13%,22%,-18%
CCOC(=O)C1=C(C)Nc2nc3ccccc3n2C1c1ccncc1 (centres undefined),-4%,5%,-2%,·,-39%[inhibitor],0%,-2%,?
Cc1cc(C)cc(OCC(=O)Nc2ccc(N3CCOCC3)cc2N2CCOCC2)c1,-12%,3%,-7%,6%,-71%[inhibitor],3%,11%,20%
COc1cc2[nH]c(C(=O)N3CCc4ccccc4C3)cc2c(OC)c1OC,6%,8%,-9%,-16%,i,-4%,12%,22µM*
Cc1ccc(-c2nc(C(=O)NC3CCCCCC3)no2)cc1,11%,0%,-6%,-3%,-39%[inhibitor],8%,7%,18µM*
CCOc1ccc(C(=O)Nc2ccc(-c3nc4cc(C)ccc4o3)cc2)cc1,·,·,·,5%,-18%,·,-11%,-20%
COc1ccc(CN=Cc2c(C(F)(F)F)[nH][nH]c2=O)cc1,-2%,-12%,12%,-7%,i,5%,7%,-3%
CCOC(=O)c1c(C)[nH]c(C(=O)COC(=O)CCC(=O)c2ccc3c(c2)OCCO3)c1C,6%,13%,?,-1%,i,-5%,19%,23%
